Assay outcomes from PubChem.
POLH inh: DNA polymerase eta (human) inhibition | Q9Y253 | recombinant Pol eta, fluorescent DNA replication assay | Potency, µM (top dose mostly 114 µM), for the others: at the top dose activity change, negative = inhibition, actives largely listed as inhibitors | 390,000 compounds, 1.2% hits; note: potency is the fitted concentration of half-maximal effect; % is set by controls: 0 for no effect and ±100 for the full control effect
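Pol eta at 10 nM preincubated with compounds 15 min at room temperature; reaction started with fluorescent substrate (50 nM final) and read kinetically at 0 and 10 min.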
BAZ2B block: blocks human BAZ2B; 360,000 compounds, 4.4% hits; Q9UIF8; Potency, µM (top dose mostly 114 µM), for inactives: at the highest dose activity change, negative = inhibition, most hits filed as inhibitors; AlphaScreen BAZ2B-H3K14Ac peptide displacement; AID 504333; note: potency is the fitted concentration of half-maximal effect; % is set by controls: 0 for no effect and ±100 for the full control effect; nearly all actives have a fitted effect of over 60% in size
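Complex of BAZ2B and biotin-H3K14Ac (50 nM apiece) forms over 30 min at RT, then faces library compounds up to 110 uM for another 30 min; AlphaScreen beads added, 20 min dark incubation, luminescence read.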
GLS inh: inhibitors of human glutaminase (GLS). O94925. GLS enzymatic activity, qHTS titration. Potency, µM (series often up to 45.5 µM), for inactives: at the top dose activity change, negative = inhibition, hits mostly inhibitors. 410,000 compounds, 0.21% hits. AID 624170; note: potency is the fitted concentration of half-maximal effect; % is set by controls: 0 for no effect and ±100 for the full control effect
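hKGA in 45 mM KH2PO4 (pH 8.2), 0.02% Tween-20 with compound, then 1mM L-Glutamine (stock as added) plus glutamate oxidase/HRP/Amplex red coupling mix. Fluorescence read initially and after 30 min at RT; signal change reflects glutamate formation.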
JMJD2A Tudor: blocks the human JMJD2A Tudor domain; O75164; AlphaScreen JMJD2A-Tudor / H3K4me3 peptide binding; Potency, µM (highest dose often 114 µM), for inactives: at the top dose activity change, negative = inhibition, actives largely listed as inhibitors; 390,000 compounds, 4.4% hits; AID 504339; note: potency is the fitted concentration of half-maximal effect; % is set by controls: 0 for no effect and ±100 for the full control effect; nearly all actives have a fitted effect of over 50% in size
PI4K2A block: inhibitors of human PI4K2A. Q9BTU6. purified PI4K2A, ADP-Glo luminescence, 1 h; stronger effect = lower value. activity change, negative = inhibition, % at 76.9 µM. 420,000 compounds, 0.13% hits; in the data active = activity change below about -50%; inconclusive = mostly about -30% to -49%;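 note: -100% = wells without enzyme as full effect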
Target sequence (Q9BTU6 whole entry, looked up): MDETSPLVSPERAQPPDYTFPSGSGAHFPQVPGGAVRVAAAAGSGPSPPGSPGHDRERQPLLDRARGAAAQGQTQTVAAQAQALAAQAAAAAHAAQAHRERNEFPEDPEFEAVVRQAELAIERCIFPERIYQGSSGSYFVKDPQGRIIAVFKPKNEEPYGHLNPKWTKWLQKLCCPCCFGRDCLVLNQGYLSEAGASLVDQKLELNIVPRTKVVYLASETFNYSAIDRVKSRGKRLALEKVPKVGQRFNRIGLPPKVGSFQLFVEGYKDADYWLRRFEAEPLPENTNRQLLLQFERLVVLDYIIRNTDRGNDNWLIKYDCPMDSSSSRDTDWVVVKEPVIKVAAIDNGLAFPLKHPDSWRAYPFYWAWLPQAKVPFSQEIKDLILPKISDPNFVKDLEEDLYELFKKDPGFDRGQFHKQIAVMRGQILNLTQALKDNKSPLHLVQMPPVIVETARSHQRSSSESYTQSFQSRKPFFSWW
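ADP-Glo luminescence measured ADP generated by PI4K2A enzyme (4 ug/mL before mixing) with 1.2 mM PI substrate (pre-mix) and 300 microM ATP (pre-mix). Tris pH7.5 buffer with MgCl2, Triton X-100; 1 h reaction at ambient temperature.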
PGK inhibitor: blocks T. brucei phosphoglycerate kinase; PGK/GAPDH coupled, Kinase-Glo luminescence, 60 min; P07378; 380,000 compounds, 0.043% hits; AID 602233; Potency, µM (titrated, usually from 57.5 µM), without a hit: top-dose activity change, negative = inhibition, usual class: inhibitors; note: potency is the fitted concentration of half-maximal effect; % is set by controls: 0 for no effect and ±100 for the full control effect; nearly all actives have a fitted effect of over 60% in size
Target sequence (P07378 whole entry, looked up): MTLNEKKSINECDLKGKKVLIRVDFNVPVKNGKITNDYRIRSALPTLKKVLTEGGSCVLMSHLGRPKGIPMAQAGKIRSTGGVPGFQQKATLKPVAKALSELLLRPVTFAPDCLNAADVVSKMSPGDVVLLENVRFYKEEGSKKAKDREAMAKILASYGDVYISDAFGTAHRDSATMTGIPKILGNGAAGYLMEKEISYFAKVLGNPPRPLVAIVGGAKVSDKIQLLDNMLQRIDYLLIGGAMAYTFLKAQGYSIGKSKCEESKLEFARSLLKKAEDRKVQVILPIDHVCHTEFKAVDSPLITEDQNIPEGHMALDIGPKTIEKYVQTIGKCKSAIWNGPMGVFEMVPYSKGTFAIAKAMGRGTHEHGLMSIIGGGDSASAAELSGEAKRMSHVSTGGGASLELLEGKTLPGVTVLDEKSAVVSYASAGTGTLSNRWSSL
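Recombinant glycosomal PGK reaction used 1,3-bisphosphoglycerate generated in-well by GAPDH (100nM final) in 100mM TEA pH 7.6, 5mM MgCl2, 0.01% Tween-20. After 60 minutes at room temperature, ATP was read by Kinase-Glo Plus luminescence end-point.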
HP1b binding inh: inhibitors of HP1-beta chromodomain binding to methylated histone tails | P83916 | AlphaScreen HP1-beta / biotin-H3K9me3 peptide binding | Potency, µM (top dose mostly 114 µM), for the others: at the highest dose activity change, negative = inhibition, most hits filed as inhibitors | 390,000 compounds, 0.56% hits; note: potency is the fitted concentration of half-maximal effect; nearly all actives have a fitted effect of over 70% in size; inactives centre near 23
Target sequence (P83916 whole entry, looked up): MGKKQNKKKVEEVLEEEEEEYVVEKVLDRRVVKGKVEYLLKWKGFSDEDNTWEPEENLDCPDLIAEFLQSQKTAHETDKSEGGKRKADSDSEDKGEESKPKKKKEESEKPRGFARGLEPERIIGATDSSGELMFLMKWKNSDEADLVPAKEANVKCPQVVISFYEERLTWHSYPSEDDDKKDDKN
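HP1-beta protein (50 nM final) preincubated 30 min at room temperature with biotinylated H3(1-18)K9me3 peptide (50 nM) in PBS pH 7.4, 0.01% Tween-20, then compound added for 30 min. AlphaScreen streptavidin donor/nickel chelate acceptor beads (10 ug/mL final), 30 min dark, luminescence read.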
G9a block: G9a (human) methyltransferase inhibition; Q96KQ7; G9a H3K9 monomethylation, AlphaScreen, 2 h; Potency, µM (doses to about 102 µM), without a hit: top-dose activity, negative = inhibition, usual class: inhibitors; 350,000 compounds, 8.8% hits; AID 504332; note: potency is the fitted concentration of half-maximal effect; % is set by controls: 0 for no effect and ±100 for the full control effect; nearly all actives have a fitted effect of over 75% in size
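Quantitative HTS format: methyltransferase activity on a biotin-tagged H3K9 peptide is measured by AlphaScreen, using a rabbit anti-monomethyl-H3K9 antibody with streptavidin donor and anti-IgG acceptor beads. Final levels are 20 nM enzyme, 500 nM peptide, 20 uM SAM; 2 h RT.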
Pin1 inhibitor: inhibitors of human Pin1. Pin1 FP peptide displacement, HiFluor488, 10 min. Q13526. 390,000 compounds, 0.009% hits. Potency, µM (highest dose often 115 µM), inactives show top-dose activity, negative = inhibition, actives largely listed as inhibitors. AID 504891; active = well fitted inhibition curve with a large enough effect in the polarisation, with a control signal flat, not every such curve was filed as active; inconclusive = small, poorly fitted or top-dose-only effect, or effect the other way, or a change in a side signal; inactive = no such curve, though single readings can be large or run the other way; the % refers to the polarisation; note: potency is the fitted concentration of half-maximal effect; % is set by controls: 0 for no effect and ±100 for the full control effect
* = called active by the depositor; i = inactive; ? = inconclusive; nt = not tested or not shown; & = joins results of further samples; [ ] = remark or other dose. Unless noted, calls come from the whole dose curve; as a rule, active = well fitted curve in the direction sought with a large enough effect; inconclusive = small, poorly fitted or top-dose-only effect, or another doubt; inactive = no such curve, though single readings can be large; an effect the other way counts as inactive or inconclusive.

SMILES | POLH inh | BAZ2B block | GLS inh | JMJD2A Tudor | PI4K2A block | PGK inhibitor | HP1b binding inh | G9a block | Pin1 inhibitor
N#Cc1ccc(OCC(=O)OCC(=O)Nc2ccc(N3CCOCC3)cc2)cc1 | -1% | 12% | 21% | -20% | -5 | -5% | 4% | ? | -1%
CCOC(=O)C(C)Sc1nc2c(c(=O)[nH]c(=O)n2C)n1C/C=C(/C)Cl (centres undefined) | ? | -5% | ? | ? | -10 | -4% | -80% | 7.1µM* | 2%
COc1cc(C2CC(=O)NC3=C2C(=O)CC(C)(C)C3)ccc1O (centres undefined) | -14% | 3% | 23% | 3% | -1 | -9% | 13% | 6%[12.7 µM] | -4%
CN(C(=S)NC(=O)C1CCCC1)c1ccccc1 | -14% | nt | 0% | nt | 2 | -9% | nt | nt | nt
Cc1cc(C)n(C(=O)Cn2nc([N+](=O)[O-])c(Br)c2C)n1 | -19% | 0% | 7% | -6% | 0 | i | 30% | ? | 1%
O=C(CCC(=O)N1CCOc2ccc(Cl)cc21)NCCCN1CCN(c2ccccc2F)CC1 | -20% | ? | -3% | -19% | 8 | -3% | 21% | 89µM* | -4%
O=C(CN1C(=O)CSc2ccccc21)Nc1ccc2c(c1)OCCO2 | -13% | ? | 21% | ? | -2 | nt | -30% | ? | 3%
Cc1onc(-c2ccccc2Cl)c1C(=O)Nc1cccc(S(=O)(=O)NC2=NCCC2)c1 | -5% | 8% | 0% | -17% | 4 | 4% | 19% | -29% | -7%
O=C(NCCCNCc1ccccc1)/C(=N\O)c1ccccc1 | 4% | -5% | 20% | ? | 0 | -3% | 34% | -3% | 2%
O=C(c1cc(-c2ccc(Cl)cc2)nc2ccccc12)N1CCOCC1 | -11% | 25% | 20% | -9% | 1 | 2% | 15% | 33%[12.7 µM] | 5%
COc1cccc(C2c3c(-c4ccccc4O)n[nH]c3C(=O)N2Cc2ccco2)c1 (centres undefined) | -13% | ? | 6% | ? | 7 | -9% | -23% | ? | 9%
c1ccc(-c2n[nH]c(-c3ccccc3)c2-c2nc3ccccc3[nH]2)cc1 | -3% | -30% | 40%[activator] | ? | 0 | -9% | -15% | 9%[12.7 µM] | -8%
C=CCNC1=C(Cl)C(=O)N(c2ccccc2Cl)C1=O | -7% | 22% | -9% | 14% | 1 | 0% | 71%[activator] | 23% | -1%
COc1ccc(CCNC(=S)NCc2ccc(Cl)c(Cl)c2)cc1OC | -20% | ? | -6% | -27% | 6 | -9% | -6% | 23%[59 µM] | -2%
Cn1c(NNC(=O)c2cccc3ccccc23)cc(=O)n(C)c1=O | -10% | -14% | 13% | -15% | 3 | -1% | 15% | 0% | 4%
C=CCC(=O)NC(C)c1cnn(-c2ccccc2C)c1C (centres undefined) | -5% | -4% | -2% | -5% | -3 | -2% | 53%[activator] | -37% | 4%
CCn1c(CCNC(=O)c2cccs2)nnc1SCC(=O)Nc1ccc(Cl)cc1 | -12% | 9% | 0% | 5% | -3 | i | 30% | -2%[59 µM] | -2%
O=C(NCc1nc2ccccc2[nH]1)c1ccco1 | -11% | -6% | 0% | 4% | -2 | 0% | 31% | 13%[59 µM] | -10%
CC(=O)Nc1cccc(-c2csc(Nc3cc(C)ccn3)n2)c1 | -18% | -1% | 17% | ? | -3 | -9% | -5% | -2%[12.7 µM] | 0%
COc1ccc(C2C=C(c3ccccc3)Nc3nc(NC(=O)c4cccc([N+](=O)[O-])c4)nn32)cc1 (centres undefined) | -5% | -15% | -2% | -15% | -1 | -12% | 14% | -7%[59 µM] | 1%
COCC(O)CNc1ccccc1 (centres undefined) | ? | -27% | 21% | -33%[57.1 µM] | -2 | -1% | 37% | ? | 3%
O=C(OC(C(=O)NC1CCCCC1)c1ccccc1F)c1ccco1 (centres undefined) | -10% | 6% | 0% | -4% | 1 | -6% | 25% | 6% | -6%
COc1ccccc1CNc1nc(=S)[nH]c2cc(OC)c(OC)cc12 | -5% | -10% | -15% | -32% | -6 | -7% | 37% | 79µM* | -14%
COCCNC(=O)C1CC(c2ccccc2C(F)(F)F)=NO1 (centres undefined) | 4% | -6% | 2% | -15% | 0 | i | 26% | -2%[2.33 µM] | -1%
CC(C)C(=NO)c1ccccc1 | -8% | nt | -7% | -15% | -3 | -4% | 7% | nt | 89%[activator]
CCCSCCCNC(=O)C1CCCN(c2nn3cc(-c4ccc(OC)cc4)nc3s2)C1 (centres undefined) | -5% | -14% | 2% | -32% | 0 | 9% | 0% | ? | -1%
CCOC(=O)c1ccc(NC(=O)C2CCN(C(=O)N3CC(C)Oc4ccc(C)cc43)CC2)cc1 (centres undefined) | -11% | -5% | 6% | -5% | -1 | -6% | 26% | -34%[59 µM] | 0%
Cc1noc2ncc(C(=O)c3cc(F)ccc3O)cc12 | -6% | 6% | 17% | -9% | 2 | -1% | 3% | ? | -2%
CCOc1cc(/C=C2/C(=O)N(c3ccccc3)N=C2C)ccc1OC(=O)c1ccco1 | -19% | 45µM* | -24% | 56µM* | ? | -6% | -21% | ? | 1%
CNS(=O)(=O)c1cccc(C(=O)OCC(=O)Nc2nc(OC)cc(OC)n2)c1 | -12% | nt | 3% | -4% | -6 | 2% | 22% | nt | 1%
O=C(O)CSc1nnc(-c2ccncc2)n1-c1ccc(Cl)cc1 | 6% | -2% | 5% | -26% | -2 | 3% | 16% | ? | -1%
CCc1nnc(NC(=O)C(C)Sc2ccccc2)s1 (centres undefined) | -12% | -4% | 0% | -11% | -2 | -4% | 14% | 12% | 0%
COc1ccc(OCC(=O)Nc2c(C)ccc3nsnc23)cc1 | -8% | -16% | 1% | -28% | -3 | -5% | 19% | 2% | -5%
Cc1ccc2nc(SCC(=O)N3CCCCC3)nc(=O)n2c1 | -6% | 8% | 4% | 4% | -7 | 1% | 15% | 9%[0.501 µM] | -3%
CCOC(=O)c1cc(C#N)c(SCC(=O)Nc2ccc(C(C)=O)cc2)[nH]c1=O | -6% | -24% | -5% | 2% | 2 | -8% | 20% | ? | 1%
COc1ccc(-c2nc(CN3CCC(C(=O)NC4CCCC4)CC3)c(C)o2)cc1OC | -13% | -14% | 2% | 5% | 3 | i | 37% | 25% | -1%
CC1(C)Cc2c(c(N3CCOCC3)nc3sc4c(NCCN)ncnc4c23)CO1 | -29% | nt | -15% | ? | -1 | -4% | 9% | nt | 25%
Cc1ccc2[nH]c(=O)c(-c3nc4c(C)cccn4c3NCc3ccco3)cc2c1 | ? | 3% | -9% | -23%[11.4 µM] | -7 | -6% | 53%[activator] | 23%[59 µM] | 1%
CCn1c(CC(=O)Nc2ccccc2)n[nH]c1=S | -22% | 2% | 8% | ? | -1 | -9% | 38% | nt | 0%
CC(C)(C)c1ccc(OCCC(=O)Nc2cccc(S(=O)(=O)N3CCOCC3)c2)cc1 | -26% | 1% | 1% | -27% | -4 | -8% | 17% | -2% | ?
COc1cccc(Cc2nc3ccccc3nc2SCC(=O)NCc2ccc(C)cc2)c1 | -7% | 4% | 6% | 4% | 2 | -6% | 30%[57 µM] | 0%[59 µM] | -3%
COc1ccc2c(c1)c1c3n2CCN(C)C3=NCC1 | -2% | 6% | 3%&2% | -7% | 0&6 | 0% | 10% | -2% | 1%
N/C(=N\OC(=O)c1cc(-c2ccccc2)nc2ccccc12)c1ccncc1 | 0% | -7% | 1% | -9% | 3 | nt | -3% | -1% | -1%
O=C(NN=C1CCCCC1)Nc1ccccc1Cl | -4% | -1% | -4% | -5% | -3 | -4% | 31% | 9%[2.33 µM] | -7%
CS(=O)(=O)Nc1nc2ccccc2[nH]1 | -5% | 6% | -1% | -15% | -2 | -2% | 31% | 39%[0.501 µM] | 12%
Cc1ccc(NC(=O)CN(C)C(=O)C2CCC2)cc1 | -16% | nt | -2% | 0% | -6 | -12% | 24% | nt | -7%
CCC(=O)NC(c1ccccc1)c1c(O)ccc2ccccc12 (centres undefined) | -9% | -4% | 6% | -29% | 7 | -2% | 15% | 5% | 1%
Cc1oc2cc([N+](=O)[O-])c(O)c([N+](=O)[O-])c2c1C(=O)c1ccc(Cl)cc1 | -20% | 32µM* | 19% | 50µM* | -7 | i | ? | nt | ?
O=C(CCCn1c(=O)[nH]c2ccsc2c1=O)N1CCN(c2ccc(Cl)cc2)CC1 | -21% | -2% | 22% | -12% | 2 | -6% | 4% | -5%[59 µM] | -8%
C/C=C/c1ccccc1OCc1ccc(C(=O)O)o1 | 0% | 13% | 0% | -15% | -7 | -3% | 23% | 16%[12.7 µM] | -1%
Cc1ccc(-n2c(C)nnc2SCC(=O)N(C)C2CCS(=O)(=O)C2)cc1 (centres undefined) | -19% | 10% | 3% | -11% | -1 | -6% | 30% | 3%[59 µM] | -5%
CCCc1ccc2oc(C(=O)N3CCCC3)c(C)c2c1 | -23% | 6% | -6% | 16% | -1 | 8% | 72%[activator] | nt | 0%
CCOc1ccc(C(=O)NCC(=O)N2CCN(c3ccc(C(F)(F)F)cn3)CC2)cc1 | -12% | 1% | -8% | -11% | 4 | -1% | 18% | 14%[59 µM] | 0%

JMJD2A Tudor, hit marks shown above
SMILES | POLH inh | BAZ2B block | GLS inh | JMJD2A Tudor | PI4K2A block | PGK inhibitor | HP1b binding inh | G9a block | Pin1 inhibitor
CCOc1cc(/C=C2/C(=O)N(c3ccccc3)N=C2C)ccc1OC(=O)c1ccco1 | -19% | 45µM* | -24% | 56µM* | ? | -6% | -21% | ? | 1%
Cc1oc2cc([N+](=O)[O-])c(O)c([N+](=O)[O-])c2c1C(=O)c1ccc(Cl)cc1 | -20% | 32µM* | 19% | 50µM* | -7 | i | ? | nt | ?

Not all compounds are listed (hit frequency here may not be typical).
